# HDAC3 inhib: HDAC3 deacetylase inhibitors, primary screen, biochemical, fluorescence, cell-free homogeneous. Histone deacetylase 3 (Homo sapiens), O15379. recombinant HDAC3, fluorogenic peptide/trypsin coupled. inhibition, % at 8.3 µM. 0.15% of 320,000 active; in the data active = inhibition above about 26%, passing the limit was not always enough; inconclusive = no clear call, values can overlap the other calls
# Target sequence (O15379 whole entry, looked up): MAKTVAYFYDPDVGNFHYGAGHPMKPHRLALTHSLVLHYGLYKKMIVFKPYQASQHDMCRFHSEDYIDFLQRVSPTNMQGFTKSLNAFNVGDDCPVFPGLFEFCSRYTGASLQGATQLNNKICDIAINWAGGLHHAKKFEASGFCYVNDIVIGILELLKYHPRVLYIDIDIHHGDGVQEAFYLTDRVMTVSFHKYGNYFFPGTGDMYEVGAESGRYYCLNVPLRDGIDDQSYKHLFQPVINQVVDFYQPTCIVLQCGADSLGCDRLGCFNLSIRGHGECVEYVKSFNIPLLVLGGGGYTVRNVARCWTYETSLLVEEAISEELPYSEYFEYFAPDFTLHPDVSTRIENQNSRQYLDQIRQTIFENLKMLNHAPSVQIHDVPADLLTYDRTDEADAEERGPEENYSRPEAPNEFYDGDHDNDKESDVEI
# GSK3A inh: blockers of GSK3A enzyme activity – biochemical, luminescence, cell-free homogeneous, HTS, primary screen; AID 2650, 2010; GSK-3 alpha kinase, ADP-Glo luminescence, 60 min; Glycogen synthase kinase-3 alpha (Homo sapiens), P49840; inhibition, % at 10 µM; 0.1% of 320,000 active;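 in the data active = inhibition above about 50%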;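 note: GST-tagged GSK-3 alpha with peptide substrate and 25 µM ATP; 0% = DMSO neutral wells and 100% = GW8510 positive control wells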
# AI-2 QS mod: Vibrio harveyi AI-2 quorum sensing modulators, primary screen, JMH597 strain, luminescence/OD600 ratio; Vibrio harveyi JMH597 AI-2 luminescence/OD600 ratio, 9 h; active compounds read low; strain lacks LuxN and CqsS sensors; 0 = neutral-control median; activity change, % at 7.5 µM; 0.4% of 300,000 active; in the data active = activity change below about -75%, passing the limit was not always enough; inconclusive = no clear call, values can overlap the other calls;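 note: luminescence divided by OD600 gain over 9 h not by final OD600 alone; inactives centre near 13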
# Dyrk1A ADPGlo: rat Dyrk1A kinase inhibitors, primary screen, biochemical, single point, plate reader; Dual specificity tyrosine-phosphorylation-regulated kinase 1A (Rattus norvegicus), Q63470; ADP-Glo luminescence, NFATc1 peptide; inhibition, % at 12.5 µM; 0.43% of 310,000 active; AID 504441, 2011; in the data active = inhibition above about 50%;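 note: plate controls were vehicle with enzyme for no effect and no enzyme for full effect; many of its hits are not listed in these tables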
# HSF1 inhib: HSF1 inhibitors in luciferase reporter cells, primary screen, cell-based, NIH3T3, luminescence. NIH3T3-HGL HSE-luciferase, MG132-induced, luminescence 8 h; active compounds read low. activity change, negative = inhibition, % at 7.5 µM (by protocol). 0.77% of 300,000 active;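 active = more than half of replicate wells show activity change below -50%, luminescence cut by over half; inconclusive = some wells, but at most half, below -50%; inactive = no replicate well below -50%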;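 note: luciferase reports HSF-1 transcriptional activity via heat shock element; 0% = median of DMSO wells and -100% = zero luminescence signal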
# HSF1 activator: HSF-1 activators, primary screen, NIH3T3-HGL cells, MG132 stress, luminescence, single point; NIH3T3-HGL HSF-1 luciferase reporter, 8 h; 100% = twice DMSO control signal; activation, % at 9 µM; 1.7% of 300,000 active;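 active = mean replicate activation of at least 50% with a set share of replicates each reaching 50%; inconclusive = only one of those two conditions met; inactive = mean below 50% and too few replicates reaching it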;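 note: 0% = median of the neutral control wells and 100% = twice that signal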
# GSK3beta inhib: human GSK3beta kinase inhibitors, primary screen, biochemical, cell-free homogeneous, HTS. Glycogen synthase kinase-3 beta (Homo sapiens), P49841. GST-GSK3beta kinase, ADP-Glo luminescence, 60 min; active compounds read low. activity score (negative = inhibition), % at 10 µM. 0.038% of 300,000 active;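 active = more than half of replicate wells score below -50%, meaning over 50% inhibition versus plate controls; inconclusive = some replicates but at most half score below -50%; inactive = no replicate scores below -50%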;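 note: 0% = median DMSO wells and -100% = median GW8510 positive control wells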
# Target sequence (P49841 whole entry, looked up): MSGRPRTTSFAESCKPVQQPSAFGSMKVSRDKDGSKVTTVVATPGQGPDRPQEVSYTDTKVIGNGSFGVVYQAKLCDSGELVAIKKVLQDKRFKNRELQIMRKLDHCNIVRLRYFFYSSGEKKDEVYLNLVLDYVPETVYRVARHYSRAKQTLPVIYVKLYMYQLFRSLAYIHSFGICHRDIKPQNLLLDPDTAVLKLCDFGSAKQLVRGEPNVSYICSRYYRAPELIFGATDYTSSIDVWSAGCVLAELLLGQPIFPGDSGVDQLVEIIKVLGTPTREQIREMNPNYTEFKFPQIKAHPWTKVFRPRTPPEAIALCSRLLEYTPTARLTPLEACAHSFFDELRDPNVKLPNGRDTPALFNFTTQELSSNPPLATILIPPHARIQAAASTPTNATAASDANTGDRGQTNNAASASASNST
#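 test system = GST-tagged human GSK3beta kinase, cell-free | reagent = 25 µM ATP with peptide substrate | dosing = one dose of 10 µM per compound | schedule = 60 min reaction, RT | detection = luminescent ADP-Glo measurement of ADP formed | control set = DMSO neutral wells and GW8510 at 20 µM as positive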
# HSP90 refold inh: HSP90 inhibitors, primary screen, cell lysate, luminescence; AID 1789, 2009; inhibition, % at 5.6 µM; Rabbit reticulocyte lysate, luciferase refolding luminescence, 3 h; 0.91% of 290,000 active; Heat shock protein HSP 90 (rabbit reticulocyte lysate; luciferase refolding);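 active = inhibition above the screen-wide mean plus 3 SD, computed separately per campaign, cut at about 16% in these data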;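 note: 0% = DMSO wells and 100% = 60 µM geldanamycin wells; inhibitors lower the luminescence because luciferase stays unfolded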
# Platelet DG rel: inhibitors of platelet dense granule secretion, primary screen, cell-based, MLPCN, human platelets | human platelet-rich plasma, SFLLRN dense granule ATP release, luminescence | inhibition, %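 (compounds screened at 7.5 µM in platelet-rich plasma)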 | 0.22% of 300,000 active;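 active = mean replicate score, as percent of positive control, at or above 50; inconclusive = mean below 50 but at least one replicate at or above 50; inactive = mean and every replicate below 50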
# PolyA inh: polyadenylation inhibitors in yeast reporter cells, primary screen, luminescence, S. cerevisiae | calls only at 12 µM | S. cerevisiae SKY197-pL101 polyadenylation reporter, beta-gal luminescence; efflux-impaired pdr1/pdr3 knockout yeast; score 100 = 6 SD above DMSO | 0.02% of 300,000 active | AID 1875, 2009;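 active = lowest replicate activity score at least 50, where 100 means six control SD above control mean; inconclusive = lowest score under 50 but half or more replicates reach 50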;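 note: yeast exposed to compound for 9 h at 30 °C; higher score means more reporter readthrough which indicates perturbed polyadenylation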
# Active calls of the source: *; i = inactive; ? = inconclusive; . = not tested or not shown. The list is partial, so the mix of outcomes need not match the whole.
SMILES,HDAC3 inhib,GSK3A inh,AI-2 QS mod,Dyrk1A ADPGlo,HSF1 inhib,HSF1 activator,GSK3beta inhib,HSP90 refold inh,Platelet DG rel,PolyA inh
C=C(C)CSc1nc2ccccc2c(=O)n1-c1c(C)n(C)n(-c2ccccc2)c1=O,-4.9,0.8,7.1,6.9,-4.8,-3.1,-1.4,-0.3,8.3,i
COC(=O)c1ccc(NC(=O)C2CCCN2C(=O)OCc2ccccc2)cc1 (stereo not given),-3.0,-1.3,-2.5,7.0,-0.2,0.2,0.0,-0.5,-6.1,i
COc1ccc(CCC(=O)NCc2cccc(C(F)(F)F)c2)cc1,2.9,-1.1,1.4,1.2,-10.3,-4.8,-6.6,-0.8,3.6,i
CC(C)NC(=O)COc1ccc(S(=O)(=O)N2CCCC2)cc1,-1.1,-1.5,16.1,0.2,5.4,-0.4,-1.7,-2.3,-2.9,i
CCCCC(CC)C(=O)Nc1ccccc1C(=O)NC(C)C (stereo not given),4.0,-2.7,20.8,12.4,5.6,8.4,4.9,-1.1,11.9,i
CCCNc1ccc(S(=O)(=O)N(C(C)C)C(C)C)cn1,-3.2,-0.3,28.9,2.3,6.8,-5.8,1.1,5.7,-15.8,i
COc1ccc(-n2c(C)nc3cc(C(=O)NCc4ccc5c(c4)OCO5)ccc32)cc1,5.8,-1.1,24.8,57.4*,-6.7,-0.1,3.6,-2.3,-7.5,i
CCOC(=O)c1c(NC(=O)c2ccc(Cl)cc2)csc1C,.,.,20.8,-2.3,-4.5,9.0,0.0,2.4,-6.5,i
C=CCN(c1ccccc1)S(=O)(=O)c1cccc(C(=O)Nc2ncccc2C)c1,?,0.2,17.6,.,-6.6,-5.1,-5.0,.,-1.6,i
CCN(CC)c1ccc(N=CN2CCOCC2)cc1,2.3,-0.4,9.6,-2.4,-1.6,-9.5,1.9,2.2,3.0,i
O=[N+]([O-])c1ccc(Sc2ccccn2)nc1,9.1,-2.5,19.4,14.8,-2.0,5.1,1.2,1.1,-2.9,i
O=C1C2C(C(=O)N1/N=C/c1ccc([N+](=O)[O-])o1)C1C=CC2C12CC2 (stereo not given),4.1,-1.2,35.9,-5.4,9.7,8.3,1.9,0.6,-0.5,i
O=C(O)c1cnn(-c2nc(-c3ccc(Cl)cc3)cs2)c1C(F)(F)F,1.3,1.8,6.7,5.4,23.6,7.4,1.6,2.3,-0.9,i
NS(=O)(=O)c1ccc(NC(=S)NCc2ccc(Cl)cc2)cc1,-2.2,-4.6,11.7,-1.5,0.2,-20.7,-2.2,-10.4,12.8,i
COc1ccc(CNC(=O)C(c2ccco2)N(C(=O)c2csnn2)c2cccc(C)c2C)cc1 (stereo not given),4.2,-1.0,8.2,5.8,1.9,13.7,3.0,-0.5,-20.6,i
COc1ccccc1OCCNC(=O)c1ccc(Br)cc1,-1.0,-1.0,1.1,-2.5,32.8,?,0.8,-5.7,13.8,i
CCN(CC)C(=O)c1cc(S(=O)(=O)N2CCCCC2)c[nH]1,-2.5,-0.9,11.3,4.7,1.8,-0.9,1.4,4.5,9.0,i
COc1cc(OC)cc(OC(=O)C2CCN(S(=O)(=O)c3ccc(OC)c(OC)c3)CC2)c1,-1.6,-2.3,2.9,0.3,-0.5,-5.1,-3.4,.,21.5,i
O=S(=O)(NCCOCC(F)(F)F)c1ccc2oc3ccccc3c2c1,?,0.1,19.8,-34.0,-4.0,8.3,4.4,0.4,0.7,i
CCS(=O)(=O)N1N=C(c2ccc(NS(C)(=O)=O)cc2)CC1c1ccccc1 (stereo not given),-17.7,-2.8,18.1,6.9,-4.1,-7.7,4.4,-0.2,-24.6,i
O=C(NCc1ccc(Cl)c(Cl)c1)C1CCCC1,-1.8,-0.1,-22.1,.,4.8,0.1,-3.4,.,2.9,i
Cc1n[nH]c(C)c1CCN(C)Cc1cn(C)nc1-c1ccc2c(c1)OCCO2,-3.0,1.6,19.6,-4.9,6.7,3.7,1.6,1.1,9.1,i
CCn1c(NC(=O)c2ccccc2)nc2ccccc21,1.4,-1.5,23.9,-0.4,8.0,15.4,3.2,-4.2,1.5,i
Cc1cnc(NC(=O)CN2CCN(c3ccccc3F)CC2)s1,-4.8,10.5,4.8,2.6,12.8,10.9,-3.0,-1.4,-0.6,i
O=c1c2ccccc2c(C=NC2CCS(=O)(=O)C2)c(O)n1-c1ccccc1 (stereo not given),12.9,3.5,19.1,-1.7,-6.5,4.4,3.3,0.6,-1.6,i

# The list continues.
SMILES,HDAC3 inhib,GSK3A inh,AI-2 QS mod,Dyrk1A ADPGlo,HSF1 inhib,HSF1 activator,GSK3beta inhib,HSP90 refold inh,Platelet DG rel,PolyA inh
Cc1ccc(C(=O)OCC(=O)N2CC(C)CC(C)C2)cc1S(=O)(=O)N1CCCCC1 (stereo not given),-0.8,-0.3,2.4,-2.0,1.9,1.6,4.5,.,1.2,i
CCCn1c(=N)c(S(=O)(=O)c2ccc(F)cc2)cc2c(=O)n3cccc(C)c3nc21,-1.1,0.8,25.4,2.2,-0.8,7.6,0.1,-0.8,-8.6,i
Cn1ncc2c(=O)n(CC(=O)NC34CC5CC(CC(C5)C3)C4)cnc21,2.1,-0.9,.,0.9,.,.,.,-2.6,.,.
COC(=O)C1=C(C(=O)OC)[N+]2=C3N(C(=O)NC2(C)C)[C@H](CO)C[C@@]32c3ccccc3N(Cc3ccccc3)[C@@H]12,3.6,-2.1,0.4,5.6,7.2,25.4,-3.8,.,4.4,i
CCCCNS(=O)(=O)c1ccc(OC)c(Cl)c1Cl,-0.9,1.6,14.0,-12.9,-4.0,2.6,2.2,-1.7,-1.1,i
Cc1ccc(NC(=O)CCN2C(=O)C3CCCCC3C2=O)cc1[N+](=O)[O-] (stereo not given),-2.2,-2.1,46.0,11.4,-53.2*,-62.8,0.0,.,-23.7,i
COC(=O)CCC(=O)Nc1ccc(Cl)c(Cl)c1,-1.3,-1.9,0.7,-0.6,.,.,2.6,-2.4,-3.3,i
CO/N=C/c1ccc(N2CCN(C(=O)c3ccc(F)cc3)CC2)c([N+](=O)[O-])c1,11.7,-0.8,13.1,2.5,-5.6,-6.4,2.9,-3.8,-1.8,i
C/C(=C\c1ccccc1)C(=O)NCCN1CCOCC1,-1.2,-2.1,2.0,2.5,-0.3,0.5,-1.9,-5.8,5.9,i
COc1cccc(C2/C(=C(/O)c3ccc(C)cc3)C(=O)C(=O)N2Cc2ccco2)c1 (stereo not given),-3.5,2.7,5.4,-60.9,.,.,0.8,-9.0,4.7,i
O=C(Nc1ccccc1[N+](=O)[O-])c1cncc(Br)c1,8.5,0.5,22.0,4.5,-3.8,4.5,2.9,-3.0,2.9,i
CN(C)c1ccc(/C=N/NC(=O)c2sccc2-n2cccc2)cc1,-3.1,-1.0,18.6,3.9,29.6,41.5,-1.7,3.0,2.7,i
O=C(COC(=O)/C=C/c1ccco1)Nc1ncc(Cl)cc1Cl,7.4,-6.3,-9.8,-16.4,-1.6,0.2,-1.1,1.1,3.1,i
COc1ccc(CN2CCC(=O)N(CCO)CC2)cc1OC,-3.1,-4.5,10.7,-0.3,0.6,-5.6,1.0,-3.2,-1.4,i
CCOc1ccc(NC(=S)N2c3ccccc3CC2C)cc1 (stereo not given),2.2,-0.8,0.2,4.2,-1.5,26.6,3.0,-2.0,2.8,i
O=C(CCc1nc2ccccc2c(=O)[nH]1)NCCN1C(=O)S/C(=C\c2ccccc2Cl)C1=O,6.7,0.4,0.1,2.4,-6.4,-12.6,0.6,.,-7.1,i
CSc1ccccc1NC(=O)c1cc(C2CC2)on1,3.2,-1.6,6.2,-3.0,28.3,15.8,-0.6,2.5,3.0,i
CN1CCN(c2ccccc2/C=C2/C(=O)Nc3ccccc32)CC1,6.1,3.0,1.5,-11.0,4.9,-1.6,-2.1,11.8,5.4,i
COc1ccc(Cl)cc1NC(=O)Cc1c(F)cccc1Cl,-1.6,-1.7,15.2,1.8,-5.9,-10.7,3.3,1.6,-10.5,i
Nc1nc(NC(=O)c2ccccc2Cl)nn1-c1ccccc1,1.6,-0.6,-7.5,.,-1.2,2.5,-3.1,1.8,0.3,i
CC(=O)Nc1ccc(-c2csc(NC(=O)Cc3cccc(F)c3)n2)cc1,2.4,-1.5,30.8,8.6,-0.3,7.2,-2.1,-1.0,-14.3,i
CCOC(=O)N1CCN(c2cc(N3CCOCC3)c(F)cc2[N+](=O)[O-])CC1,3.8,0.4,10.1,-4.2,-1.6,-4.2,-2.3,1.2,-1.6,i
c1cc2c(cc1-n1cnnn1)OCO2,10.4,-2.9,14.9,11.8,-2.1,-18.6,2.8,-2.1,7.5,i
CCC(CC)NC(=O)COC(=O)c1cccc(C)c1O,1.0,-0.5,11.2,-2.6,3.6,-4.7,1.1,-0.1,2.4,i
COc1ccc(C2(O)CN(c3ccccc3)C3=[N+]2CCS3)cc1OC (stereo not given),2.1,-3.4,20.0,-0.2,0.1,13.0,2.1,6.7,8.5,i
Cc1cccc(NC(=O)CCc2nnc3ccc(NCc4ccco4)nn23)n1,0.5,0.1,10.9,1.0,-5.3,2.0,4.5,-2.8,-7.9,i
CCCn1c(N)c(C(=O)CN2CCN(S(=O)(=O)c3cccs3)CC2)c(=O)[nH]c1=O,-6.6,0.7,18.0,0.9,2.0,4.4,0.5,-0.3,5.7,i
Cc1coc2c(C)c3oc(=O)cc(-c4ccccc4)c3cc12,-2.3,1.6,15.0,-0.6,-6.3,-3.9,-0.1,2.7,-0.3,i
O=C(CNC(=O)c1ccc2c(c1)OCO2)N/N=C(Br)/C=C/c1ccccc1,10.6,-1.3,25.6,0.7,34.3,65.8*,-1.7,1.0,15.5,i
CCOC(=O)c1sc(NC(=O)C(C)C)c(C#N)c1C,0.9,3.0,12.8,-4.9,1.5,-7.3,0.1,-3.5,-3.6,i

# Compound activity as filed in PubChem.
